# Screens from PubChem BioAssay.
# Diaph act CS: activates diaphorase or chemically reduces, flagging diaphorase assay artifacts. Diaphorase/resazurin coupled assay, resorufin fluorescence, 16 min; hits give high values; 1 = vehicle wells, 0 = NADH-free wells. activation factor at 20 µM. actives 0.005% (n = 190,000). AID 1229;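 active means diaphorase activity raised at least twofold by the compound at 20 µM; inactive means activation factor below 2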
#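 Test system: Clostridium kluyveri diaphorase, purified enzyme; input: enzyme 0.07 U/mL final; buffer or medium: 50 mM HEPES pH 7.4 with 4.542 mM MgCl2, 0.005% Tween 20; also added: 0.114 mM NADH and 0.1 mM resazurin, final amounts; schedule: 16 min enzyme reaction, ambient temperature; technique: fluorescence of resorufin, 544 nm excitation, 590 nm emission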
# L major viab: inhibitors of Leishmania major promastigote growth | Leishmania major promastigotes, resazurin fluorescence viability | inhibition, % at 10 µM | actives 9% (n = 200,000); in the data active means inhibition above about 50%;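 further: promastigotes grown with compound for 44 hours at 28 °C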
# bIAP inh: intestinal alkaline phosphatase (bovine) inhibition | purified bovine IAP, CDP-star luminescence, 30 min | inhibition, % at 20 µM | 190,000 tested, under 10 active | AID 1019;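 active means over 50% inhibition of intestinal alkaline phosphatase at 20 µM in the single-dose screen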
#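 Assay system: bovine IAP enzyme; medium: DEA buffer 100 mM, pH 9.8, with MgCl2 1.0 mM, ZnCl2 0.02 mM; doses: 20 µM single dose; incubation: enzyme reaction for 30 min at room temperature; detection: CDP-star luminescence signal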
# Diaph inh CS: diaphorase inhibition or chemical oxidation counter-screen; actives 0.69% (n = 190,000); diaphorase resazurin-to-resorufin fluorescence, NADH, 16 min; bacterial (C. kluyveri) enzyme, not human; inhibition, % at 20 µM;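 active means primary screen inhibition at 20 µM above a set limit, cut at about 50% in these data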;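 further: plate controls were DMSO with full reaction for no effect and wells lacking NADH for full effect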
#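 material = Clostridium kluyveri diaphorase enzyme | amount = 0.14 U/mL diaphorase, enzyme working solution | schedule = incubation 16 min, room temperature | detection = fluorescence of resorufin formed from resazurin, Ex 544/Em 590 nm | benchmarks = positive control minus NADH, DMSO neutral control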
# TNAP inh hiacc: blocks human TNAP under high phosphate acceptor concentration; P05186; purified TNAP, CDP-star luminescence, 1 M DEA; inhibition, % at 20 µM; actives 0.03% (n = 200,000); AID 1135;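 active means over 50% inhibition of tissue-nonspecific alkaline phosphatase at 20 µM in the single-dose screen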;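 further: plate controls were DMSO wells for no effect and EDTA-quenched wells as full inhibition for full effect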
# Target sequence (P05186 whole entry, looked up): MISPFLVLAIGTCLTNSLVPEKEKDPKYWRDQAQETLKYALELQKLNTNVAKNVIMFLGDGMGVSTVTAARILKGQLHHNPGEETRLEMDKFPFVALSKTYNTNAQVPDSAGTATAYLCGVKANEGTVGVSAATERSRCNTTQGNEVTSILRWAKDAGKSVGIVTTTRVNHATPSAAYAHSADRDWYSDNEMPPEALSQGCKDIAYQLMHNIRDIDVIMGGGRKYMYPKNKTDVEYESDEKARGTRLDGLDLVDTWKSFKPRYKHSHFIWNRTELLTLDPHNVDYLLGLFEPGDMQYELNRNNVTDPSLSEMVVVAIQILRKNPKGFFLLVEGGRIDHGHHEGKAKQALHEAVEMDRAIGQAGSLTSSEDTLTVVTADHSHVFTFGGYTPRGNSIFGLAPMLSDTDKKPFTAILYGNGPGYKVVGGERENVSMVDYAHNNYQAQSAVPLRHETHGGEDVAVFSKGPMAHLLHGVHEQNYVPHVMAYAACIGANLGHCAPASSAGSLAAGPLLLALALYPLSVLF
# TNAP act hiacc: increases human TNAP activity under high phosphate acceptor concentration | purified TNAP, CDP-star luminescence, 1 M DEA, 30 min; hits give high values; 0 = EDTA background, 1 = DMSO-only activity | activation factor at 20 µM | 200,000 tested, under 10 active;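 active means activation factor at least 2 at 20 µM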
#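 system = human TNAP | amount = enzyme diluted 1/800 final | reagent = 100 µM CDP-star substrate | signal = luminescent substrate turnover signal | dosing = one dose, 20 µM | benchmarks = EDTA negative control, DMSO positive control | measure = activation factor | timing = 30 min reaction, room temperature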
# PMI act: activators of human phosphomannose isomerase; activation factor at 20 µM; purified human PMI, coupled resazurin fluorescence, 20 min; hits give high values; 1 = vehicle control, 0 substrate-free wells; P34949; AID 1214; actives 0.005% (n = 190,000);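 active means activation factor of 2 or more at 20 µM, relative to plate controls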
# Target sequence (P34949 whole entry, looked up): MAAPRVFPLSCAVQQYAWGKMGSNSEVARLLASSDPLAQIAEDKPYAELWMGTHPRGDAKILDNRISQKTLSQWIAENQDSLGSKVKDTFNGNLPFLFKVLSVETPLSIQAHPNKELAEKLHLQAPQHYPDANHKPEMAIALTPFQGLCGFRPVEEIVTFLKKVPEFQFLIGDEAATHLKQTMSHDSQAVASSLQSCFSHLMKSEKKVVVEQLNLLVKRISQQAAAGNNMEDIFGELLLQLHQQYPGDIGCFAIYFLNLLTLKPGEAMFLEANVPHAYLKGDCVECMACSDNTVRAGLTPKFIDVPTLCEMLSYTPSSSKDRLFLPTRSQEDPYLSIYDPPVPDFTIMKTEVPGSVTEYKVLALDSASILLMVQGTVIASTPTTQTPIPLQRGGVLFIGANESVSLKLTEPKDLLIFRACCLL
# PMI act hi M6P: PMI (human) activation, high substrate | activation factor at 20 µM | coupled PMI enzyme assay, resazurin fluorescence, 20 min; hits give high values; 1 = untreated enzyme, 0 = substrate-free blank | actives 0.34% (n = 190,000) | P34949;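 active means activation factor of 2 or more at 20 µM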
#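 Material: human phosphomannose isomerase with PGI, G6PDH, diaphorase coupling enzymes; amount: PMI at 15 ng/mL final; also added: Mannose-6-phosphate 1.0 mM (near-saturating) plus 0.22 mM NADP+; incubation: enzyme reaction with compound 20 min at room temperature; signal: resorufin fluorescence (Ex 544/Em 590 nm) from resazurin via diaphorase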
# TNAP inh no acc: TNAP (human) inhibition, acceptor-free conditions | purified TNAP, CDP-star luminescence, 30 min | inhibition, % at 20 µM | actives 0.26% (n = 200,000);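 active means tissue-nonspecific alkaline phosphatase inhibition above about 50% at 20 µM in the single-dose screen, limit read from the data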;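 further: 0% = DMSO negative control and 100% = EDTA positive control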
# bIAP act: intestinal alkaline phosphatase (bovine) activation | purified bovine IAP, CDP-star luminescence, 30 min; hits give high values; fold of DMSO-control signal, blank-subtracted | activation factor at 20 µM | actives 0.17% (n = 200,000) | AID 1016;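 active means activation factor of 2 or more at 20 µM, a signal rise over negative controls twice the positive control's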
# * = called active by the depositor.
SMILES,Diaph act CS,L major viab,bIAP inh,Diaph inh CS,TNAP inh hiacc,TNAP act hiacc,PMI act,PMI act hi M6P,TNAP inh no acc,bIAP act
COc1cc(/C=N/NC(=O)CSc2cc(C)c(Br)cc2C)ccc1O,0.8,1,-6,18,-3,1,0.8,0.9,-9,1.1
Cc1c(NC(=O)C(C)OC(=O)CNC(=O)c2ccccc2)c(=O)n(-c2ccccc2)n1C (centres undefined),0.9,-5,10,6,0,1,1,1.1,-6,0.9
CC(C)(C)NC(=O)C(c1ccc(O)cc1)N(C(=O)CCC(=O)Nc1nccs1)c1cccc(F)c1 (centres undefined),1,-9,-14,-3,-4,1,1,1.1,-6,1.1
Cc1csc(NC(=O)C2C3C=CC(C3)C2C(=O)O)n1 (centres undefined),1,4,4,0,2,1,1.1,1.2,23,1
O=C(CC1CS(=O)(=O)CC1CC(=O)Nc1ccc2c(c1)OCCO2)Nc1ccc2c(c1)OCCO2 (centres undefined),0.9,-7,-4,8,-4,1,0.9,0.8,-7,1
CN(C)S(=O)(=O)c1cccc(NC(=O)c2ccc(Sc3nncn3C)c([N+](=O)[O-])c2)c1,0.8,2,-17,21,-2,1,1,0.9,4,1.2
COC(=O)c1ccccc1NC(=O)C1CCCN(c2nnc(-n3cccc3)s2)C1 (centres undefined),0.7,-2,-1,26,3,1,0.8,0.9,9,1
O=C(NCCCN1CCOCC1)c1cc2c(=O)[nH]c3ccccc3c2s1,0.9,7,11,12,-1,1,1,1,-10,0.9
CN(CCOC(=O)c1cccc(F)c1)Cc1ccccc1,0.9,0,12,10,-3,1,1,1.1,-17,0.9
COc1ccc2o/c(=N\O)c(C(=O)Nc3ccccc3OC)cc2c1,0.9,97*,18,10,3,1,0.9,1,-3,0.8
CCn1nc(C(=O)OC(C(=O)c2c[nH]c3ccccc23)c2ccccc2)c2ccccc2c1=O (centres undefined),0.8,100*,7,20,2,1,0.8,0.9,-1,0.9
O=C1CCc2cc(S(=O)(=O)NCCC(=O)N3CCN(c4cccc(Cl)c4)CC3)ccc2N1,0.8,17,12,24,1,1,0.8,0.9,-3,0.9
COc1cccc(OC)c1C(=O)Nc1ccccc1C(=O)N1CCOCC1,0.9,-6,11,8,2,1,0.9,0.9,-7,0.9
O=C(NCc1ccco1)C1(c2ccc(Cl)cc2)CCCC1,1,77*,16,1,-6,1.1,1.1,1,2,0.8
CCOC(=O)C(CCCOc1ccccc1)C(=O)OCC,1,8,-4,-1,-2,1,1,1.1,-3,1

# Among those listed so far, these have an NH in an aromatic ring:
SMILES,Diaph act CS,L major viab,bIAP inh,Diaph inh CS,TNAP inh hiacc,TNAP act hiacc,PMI act,PMI act hi M6P,TNAP inh no acc,bIAP act
O=C(NCCCN1CCOCC1)c1cc2c(=O)[nH]c3ccccc3c2s1,0.9,7,11,12,-1,1,1,1,-10,0.9
CCn1nc(C(=O)OC(C(=O)c2c[nH]c3ccccc23)c2ccccc2)c2ccccc2c1=O (centres undefined),0.8,100*,7,20,2,1,0.8,0.9,-1,0.9

# Additional structures.
SMILES,Diaph act CS,L major viab,bIAP inh,Diaph inh CS,TNAP inh hiacc,TNAP act hiacc,PMI act,PMI act hi M6P,TNAP inh no acc,bIAP act
CCCC1(C(=O)OC)NC(c2cccc(F)c2)C2C(=O)N(CC)C(=O)C21 (centres undefined),1,-6,1,2,-3,1,0.9,0.9,-6,1
COC(=O)c1ccc(C2C(C#N)=C(C)NC3=C2C(=O)CC(C)(C)C3)cc1 (centres undefined),0.9,14,-8,14,-5,1.1,1,0.9,-12,1.1
Cc1cc(C(=O)CSc2nc(N)cc(=O)[nH]2)c(C)n1-c1cccc(F)c1,0.9,24,-1,12,3,1,0.9,0.9,-6,1
CCSc1nnc(-c2ccc(S(=O)(=O)N3CCCC3)cc2)n1C,1,-1,-7,-1,-6,1.1,1.1,1.1,-5,1.1
CC(=O)OCc1cc2cccc(C)c2[nH]c1=O,0.8,3,5,20,-5,1.1,1,1,-11,0.9
Cc1cc(=O)[nH]c(SCc2cccc(F)c2)n1,0.9,-6,14,7,-4,1,1,1,-18,0.9
Cc1cc(C)c(S(=O)(=O)N2CCCCCC2)cc1Br,0.8,8,22,22,-5,1.1,0.9,0.9,-12,0.8
O=C1Cc2ccccc2Sc2c(OCCN3CCCCC3)cccc21,0.9,100*,-2,14,6,0.9,0.9,0.7,-4,1
N#Cc1cc(C#N)c(N2CCN(c3cccc(Cl)n3)CC2)nc1N,0.9,15,7,6,-2,1,0.9,0.9,-5,0.9
O=C(COc1cccc(NC(=O)c2cccs2)c1)c1ccc(F)cc1,0.8,3,44,18,0,1,0.9,1,0,0.6
COc1ccc(NC(=O)/C(C#N)=C/c2ccc3c(c2)n(C)c(=O)n3C)cc1,0.9,57*,18,10,0,1,0.9,0.9,-15,0.8
COC(=O)[C@H](Cc1ccccc1)NC(=O)N1CCN(Cc2ccccc2)CC1,1,-2,-3,3,-2,1,1,1.1,-9,1
COC(=O)c1cc2n3ccccc3c(C)c(-c3ccccc3)c-2c1C(=O)OC,0.4,17,23,57*,2,1,1,1,-7,0.8
CC(=O)N1CCc2cc(Br)cc(S(=O)(=O)CCC(=O)Nc3c(C)n(C)n(-c4ccccc4)c3=O)c21,1,-1,-1,-3,-1,1,0.7,0.9,-6,1
CCOC(=O)C1=C(O)C(=O)N(c2ccc(S(N)(=O)=O)cc2)C1c1ccccc1 (centres undefined),0.9,-5,11,7,26,0.7,0.9,1.1,31,0.9
CC(=O)c1ccc(Oc2cc(-c3ccccc3)nc(-c3ccccc3)n2)cc1,0.9,38,22,15,1,1,0.8,0.9,-9,0.8
CCN(C(=O)CSc1cc(C)c2cccc(C)c2n1)C1CCS(=O)(=O)C1 (centres undefined),0.9,3,-1,5,-7,1.1,1,0.9,-10,1
CC1CCc2c(nc3sc4c(c3c2N)CCCC4)C1 (centres undefined),0.9,97*,10,13,3,1,0.7,0.9,-7,0.9
CN1CCN(C(=O)C2CC(c3c(F)cccc3Cl)=NO2)CC1 (centres undefined),0.9,1,10,11,-3,1,0.9,0.9,-12,0.9
CC(C)Cn1cc(C(=O)NCc2cccs2)c2c3ccccc3n(C)c2c1=O,0.9,1,2,9,-6,1.1,1,1,-14,1
COc1cc(/C=C(\C#N)c2ccccn2)ccc1OCC(=O)Nc1ccc(Br)cc1,0.9,3,3,6,-1,1,1.1,1.1,-6,1
CCN(CC)S(=O)(=O)c1ccc(C(=O)N2CCc3ccccc32)cc1,1,-5,3,-2,-4,1,1,1,-6,1
COc1ccc(C2Nc3ccccc3C(=O)N2c2ccc(C)cc2)cc1Cn1nnc2ccccc21 (centres undefined),0.8,36,-6,25,-8,1.1,0.9,0.9,-22,1.1
CC(C)(C)c1ccc(CN2N=C(/C=C/c3ccccc3)CCC2=O)cc1,0.9,1,12,14,-1,1,0.9,0.9,-12,0.9
CCOC(=O)N1CCN(C(=O)COc2cccc3c2CCN(Cc2ccccc2C)C3=O)CC1,1,-1,3,2,-2,1,0.9,1,-5,1
CCCOC1CCCN(C(=O)CCc2nnc(CCCCc3ccccc3)o2)C1 (centres undefined),1,-3,-3,5,-7,1.1,0.9,0.9,-6,1
COc1ccc(Nc2nc(CC(C)=O)ns2)cc1OC,0.9,-4,9,10,0,1,0.9,0.9,-11,0.9
Cc1ccc(N2NC(=O)/C(=C/c3ccc(-c4ccc(Cl)c(C(=O)O)c4)o3)C2=O)cc1,0.8,-4,13,23,1,1,1,0.8,10,0.9
COc1cccc(C(=O)C2CCCN(C/C=C/c3ccccc3OC)C2)c1 (centres undefined),0.9,20,-4,10,-2,1,0.9,1,-2,1
CCOc1ccc(C(=O)N[C@H](C(=O)O)C(C)C)cc1,0.9,-5,8,8,-1,1,1,1,-8,0.9
CS(=O)(=O)N(CC(=O)N1CCC(C(N)=O)CC1)c1ccc(Oc2ccccc2)cc1,0.9,-10,0,14,-4,1,1,1,-11,1
NNC(=O)c1ccc(Cn2cc(Br)cn2)cc1,0.9,-8,6,8,0,1,1.1,1.1,0,0.9
O=C(CN(C1CCCCC1)S(=O)(=O)c1ccc(Br)cc1)NCc1cccnc1,0.9,29,-5,12,-3,1,0.9,1,-5,1.1
COc1ccc2c(c1)cc(C(=O)O)n2C,0.9,-2,8,7,2,1,1,1,-7,0.9
Cc1ccc(CNC(=O)C2(NC(=O)Nc3ccc(C)cc3)CCCCC2)cc1,1,18,-7,5,-12,1.1,0.9,0.9,-16,1.1
O=C(NC1CCN(Cc2nnnn2CCc2ccccc2)CC1)c1ccccc1F,0.9,13,-5,8,0,1,0.9,0.9,-5,1
CC(=O)Nc1ccc(SCC(=O)N(CCC#N)c2cc(C)cc(C)c2)cc1,0.9,12,-10,14,0,1,0.9,0.9,-8,1.1
O=C1c2cc(S(=O)(=O)NCCCO)ccc2-c2ccc(S(=O)(=O)NCCCO)cc21,0.8,1,6,16,-5,1.1,0.9,1,-12,0.9
CCCCN1CCc2c1nc1ccc(Br)cc1c2N,0.9,101*,43,11,7,0.9,1,1,-8,0.6
Cn1c(=O)c([N+](=O)[O-])c(Oc2ccccc2)c2ccccc21,0.2,-2,7,82*,-2,1,0.5,0.5,0,0.9
CC(C)C(C)NC(=O)COc1ccc(S(=O)(=O)N2CCOCC2)cc1Cl (centres undefined),1,-7,-15,-4,-2,1,1.1,1,5,1.2
O=C1C2C3C=CC(C2C(=O)N1c1nccs1)C1C(=O)N(c2nccs2)C(=O)C31 (centres undefined),1,-9,-2,4,2,1,1.1,1.1,-2,1
CN(C)c1ccc(C(=O)N2CCCC2)cc1,1,-12,-17,-4,-6,1.1,1.1,1,-22,1.2
COc1ccc(C2C3=C(OC(C)=O)c4ccccc4C3=Nc3c2c(=O)n(C)c(=O)n3C)cc1 (centres undefined),1,-7,0,-1,-6,1.1,1,1.1,1,1
CCCCSc1nnc(-c2cc(Br)ccc2N)c(=O)[nH]1,0.8,-10,3,17,3,1,1.1,1.2,-3,1

# Single values from the results shown:
# Diaph inh CS, Cn1c(=O)c([N+](=O)[O-])c(Oc2ccccc2)c2ccccc21 stands at 82*
# TNAP inh no acc, O=C1c2cc(S(=O)(=O)NCCCO)ccc2-c2ccc(S(=O)(=O)NCCCO)cc21 stands at -12
